HePTP inh = blocks human HePTP tyrosine phosphatase; inhibition, % at 20 µM; recombinant HePTP phosphatase activity, OD absorbance; actives 0.64% (n = 110,000); in the data active = inhibition above about 50%;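 also: plate controls were vehicle for no effect and reference inhibitor for full effect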
Target sequence (P35236 whole entry, looked up): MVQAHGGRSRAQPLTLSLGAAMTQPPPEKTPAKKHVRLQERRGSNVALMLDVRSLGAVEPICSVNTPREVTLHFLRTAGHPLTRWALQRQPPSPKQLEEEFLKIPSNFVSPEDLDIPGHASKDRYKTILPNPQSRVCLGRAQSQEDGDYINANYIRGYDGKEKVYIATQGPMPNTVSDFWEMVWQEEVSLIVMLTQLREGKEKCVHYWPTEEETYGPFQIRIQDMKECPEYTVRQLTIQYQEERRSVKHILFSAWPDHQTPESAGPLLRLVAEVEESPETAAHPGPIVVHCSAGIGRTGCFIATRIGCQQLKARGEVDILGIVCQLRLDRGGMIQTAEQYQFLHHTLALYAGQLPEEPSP
BAP1 inh = blocks human BAP1 ubiquitin-AMC hydrolysis. recombinant BAP1, Ub-AMC hydrolysis fluorescence kinetic; active compounds read low. activity remaining (% of control), % at 20 µM. actives 0.48% (n = 72,000). AID 436;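 active = activity remaining at or below 50% of control, provided the compound also passes the data quality filters; inactive = the rest, including low values that fail the filters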;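 also: 100% = DMSO wells rate and 0% = substrate alone blank rate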
Target sequence (Q92560 whole entry, looked up): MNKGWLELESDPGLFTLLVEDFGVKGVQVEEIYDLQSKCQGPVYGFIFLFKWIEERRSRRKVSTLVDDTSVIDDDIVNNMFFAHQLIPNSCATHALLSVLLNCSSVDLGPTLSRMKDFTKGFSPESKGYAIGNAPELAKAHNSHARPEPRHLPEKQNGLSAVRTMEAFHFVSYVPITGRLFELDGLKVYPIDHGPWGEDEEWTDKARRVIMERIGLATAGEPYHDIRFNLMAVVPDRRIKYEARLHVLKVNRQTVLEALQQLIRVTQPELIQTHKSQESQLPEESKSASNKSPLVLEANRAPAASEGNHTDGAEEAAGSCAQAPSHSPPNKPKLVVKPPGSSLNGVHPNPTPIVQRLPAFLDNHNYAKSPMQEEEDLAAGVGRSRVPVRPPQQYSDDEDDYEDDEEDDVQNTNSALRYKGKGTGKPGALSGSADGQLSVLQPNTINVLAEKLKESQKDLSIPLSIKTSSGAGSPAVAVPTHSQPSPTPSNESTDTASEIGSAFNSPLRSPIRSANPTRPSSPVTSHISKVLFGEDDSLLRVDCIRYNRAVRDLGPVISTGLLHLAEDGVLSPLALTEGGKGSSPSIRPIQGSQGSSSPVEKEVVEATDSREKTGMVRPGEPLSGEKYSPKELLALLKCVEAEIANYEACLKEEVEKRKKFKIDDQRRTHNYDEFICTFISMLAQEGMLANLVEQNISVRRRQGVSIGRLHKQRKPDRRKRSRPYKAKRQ
The depositor's hits bear a star; & = joins results of further samples.

For CCCc1cc(N2CCCC(C(=O)Nc3c(OC)cccc3OC)C2)n2ncnc2n1 (stereo not drawn) the results were HePTP inh 0 and BAP1 inh 98.
`CCCCC(=O)Nc1cccc(NC(=O)CC)c1` gave HePTP inh 5 and BAP1 inh 74.
For COc1cc(Br)cc(/C=N/NC(=O)COc2cccc(Cl)c2)c1O the results were HePTP inh 99*.
`COc1ccccc1-c1nc2n(n1)C(c1ccc(Cl)cc1)C(C(N)=O)=C(C)N2` (stereo not drawn) gave HePTP inh 16 and BAP1 inh 92.
Cc1ccc(CNC(=O)c2cc3c(=O)n4cccc(C)c4nc3n(CC3CCCO3)c2=N)cc1 (stereo not drawn) was read as HePTP inh 2.
CS(=O)(=O)CCC(C(=O)N1CCOCC1)N1C(=O)c2cc(Cl)c(Cl)cc2C1=O (stereo not drawn) was read as HePTP inh 5 and BAP1 inh 93.
For COc1ccc(C(NC(=O)Cc2ccccc2)c2c(OC(C)=O)ccc3ccccc23)cc1OC (stereo not drawn) the results were HePTP inh -18.
Screening CCOC(=O)c1ccc2c(c1)C1C=CCC1C(c1ccc(F)cc1)N2 (stereo not drawn) returned HePTP inh 12.
`CCN(CC)C(=O)CSc1nnc(-c2cc3ccccc3cc2O)n1CC` gave HePTP inh 6 and BAP1 inh 92.
Screening CCOc1ccc(OCc2ccc(C(=O)NCC3CCCO3)o2)cc1 (stereo not drawn) returned HePTP inh 8 and BAP1 inh 90.
`COC(=O)c1sc2ccccc2c1NC(=O)c1ccc(C#N)cc1` gave BAP1 inh 124.
For CCOc1ccccc1NC(=O)c1c(NC(=O)C(C)Oc2cccc(Cl)c2)sc2c1CCC2 (stereo not drawn) the results were HePTP inh 1.
`COc1ccc(OCC(=O)Nc2ccc(F)cc2)cc1` gave BAP1 inh 158.
Screening CCCCC(=O)NC(Nc1nc(C2CC2)cs1)(C(=O)OCC)C(F)(F)F (stereo not drawn) returned HePTP inh 5 and BAP1 inh 98.
For CC1(C)Cc2ccccc2C(CCl)=N1 the results were BAP1 inh 158.
`O=C(N1CCCCC1)C12CC3CC(C1)CC(C(=O)N1CCCCC1)(C3)C2` gave HePTP inh 8 and BAP1 inh 110.
For Cc1ccc(/C=C/C(=O)NCCCN2CCOCC2)o1 the results were HePTP inh -9.
Screening COc1ccccc1N1CCN(C(=O)c2ccc(C(C)(C)C)cc2)CC1 returned HePTP inh 0 and BAP1 inh 87.
Screening O=C(c1ccc2c(c1)C(=O)N(CCCO)C2=O)c1ccc2c(c1)C(=O)N(CCCO)C2=O returned HePTP inh 7 and BAP1 inh 92.
For COC(=O)CSc1nc(C2CC2)cc(C(F)(F)F)c1C#N the results were HePTP inh 0 and BAP1 inh 95.
`CC1(C(=O)O)CCC(C(=O)Nc2ccc(S(N)(=O)=O)cc2)C1(C)C` (stereo not drawn) gave HePTP inh 6&4 and BAP1 inh 85.
Screening O=C(Cc1cccs1)NNC(=O)c1cccc(Cl)c1 returned HePTP inh -11.
For COc1ccc(-c2nc(N)n[nH]2)cc1OC the results were HePTP inh 10 and BAP1 inh 104.
CC(C)=CCC/C(C)=C/C1OCC(C)O1 (stereo not drawn) was read as HePTP inh 4.
For Cc1ccc(/C=C/C(=O)N2CCN(C/C=C/c3ccccc3)CC2)o1 the results were HePTP inh -3.
Screening CC(=O)N1CCN(S(=O)(=O)c2cccc(C(=O)Nc3ccc4c(c3)CCC4)c2)CC1 returned HePTP inh -11 and BAP1 inh 108.
CC(=O)CC(=O)NCCc1ccccc1 was read as HePTP inh -5.
Screening COc1ccc(C(=O)Nn2cc3c(c2-c2ccccc2)c(=O)n(C)c(=O)n3C)cc1 returned HePTP inh 6 and BAP1 inh 78.
Screening Cc1cccc(/C(N)=N/OC(=O)CCc2ccccc2)c1 returned HePTP inh -2.
`COc1ccc(Br)cc1/C=C\C(=O)Nc1cc(C(F)(F)F)ccc1Cl` gave HePTP inh -15.
For CCCCCCc1ccc(C(=O)Nc2cc3cc(Cl)ccc3oc2=O)cc1 the results were BAP1 inh 71.
N#Cc1c(NC(=O)c2cc(-n3cnnc3)ccc2Cl)sc2c1CCCC2 was read as HePTP inh 7 and BAP1 inh 96.
For Cn1c(SCc2ccc(Br)cc2)nnc1-c1cccs1 the results were HePTP inh 1 and BAP1 inh 104.
For COc1cccc(CN2CCN(S(=O)(=O)c3ccccc3)CC2)c1 the results were HePTP inh -21.
Cc1cc2ncn(C(=O)c3ccc([N+](=O)[O-])c(C)c3)c2cc1C was read as HePTP inh -2.
`O=C(CCCOc1ccccc1)Nc1ccccc1[N+](=O)[O-]` gave HePTP inh 0.
O=C1NCC(Cn2c3ccccc3c3ccccc32)O1 (stereo not drawn) was read as HePTP inh 104*.
Screening Cc1cc(C(=O)NCc2ccc(S(N)(=O)=O)cc2)c(C)o1 returned HePTP inh 3 and BAP1 inh 98.
COc1cc(OC)cc(C(=O)O/N=C2/C(=O)N(C)c3ccccc32)c1 was read as HePTP inh 8.
`O=C(NCc1ccco1)c1cccc2ccccc12` gave HePTP inh -8 and BAP1 inh 100.
Screening COc1ccccc1N1CCN(CCCCN2C(=O)c3ccccc3C2=O)CC1 returned BAP1 inh 93.
CCCCC(=O)Nc1sc2c(c1C(N)=O)CCC2 was read as HePTP inh 9 and BAP1 inh 70.
S=c1[nH]ncn1/N=C/c1ccccc1 was read as HePTP inh 3 and BAP1 inh 118.
`CC1=CC(C)(C)Nc2ccc(OC(=O)c3ccco3)cc21` gave HePTP inh -9 and BAP1 inh 149.
For Cc1ccc(CCSCC(=O)O)cn1 the results were HePTP inh -5 and BAP1 inh 59.

An excerpt from above in order of number of heavy atoms, high to low.
O=C1NCC(Cn2c3ccccc3c3ccccc32)O1 (stereo not drawn) was read as HePTP inh 104*.
`O=C(NCc1ccco1)c1cccc2ccccc12` gave HePTP inh -8 and BAP1 inh 100.
For Cc1ccc(CCSCC(=O)O)cn1 the results were HePTP inh -5 and BAP1 inh 59.

More results.
CCCN1CCC(N2CCN(c3cccc(C(F)(F)F)c3)CC2)CC1 was read as HePTP inh 9 and BAP1 inh 99.
Screening CC(NC(=O)c1ccccc1NS(C)(=O)=O)c1ccccc1 (stereo not drawn) returned HePTP inh 0 and BAP1 inh 83.
`CC(C)CCN1C(=O)CCC1(C)C(=O)NC1CCCCCC1` (stereo not drawn) gave HePTP inh 2 and BAP1 inh 106.
COc1ccc(S(=O)(=O)N(Cc2cccs2)C2CCCC2)cc1 was read as HePTP inh -5 and BAP1 inh 60.
CCOC(=O)C1CCN(C(=O)c2cccc(C(=O)N3CCC(C(=O)OCC)CC3)c2)CC1 was read as HePTP inh -2 and BAP1 inh 98.
`Cn1cc(Br)cc(Br)c1=O` gave BAP1 inh 55.
Screening O=S(=O)(Nc1ccc2oc(-c3cc(Br)ccc3Cl)nc2c1)c1ccccc1 returned HePTP inh 8.
Cc1cc(NC(=O)CCC(=O)N(c2ccccc2)C(C(=O)NC2CCCC2)c2cccs2)no1 (stereo not drawn) was read as HePTP inh 11 and BAP1 inh 99.
Screening O=C1NC(=O)/C(=C/c2ccccc2OCc2ccccc2Cl)S1 returned HePTP inh -6.
For O=C(CN(c1cccc(Br)c1)S(=O)(=O)c1ccccc1)N1CCOCC1 the results were HePTP inh -16.
For Cc1cccc(NC(=O)CCn2nc(C)cc2C)c1 the results were HePTP inh 0 and BAP1 inh 101.
For O=C(COc1ccc(Cl)cc1)OCC(=O)N1CCCCCC1 the results were HePTP inh 12 and BAP1 inh 122.
Screening COc1ccc(/C(O)=C2/C(=O)C(=O)N(CCCCCC(=O)O)C2c2ccccc2)cc1 (stereo not drawn) returned HePTP inh 5.
COc1ccc(NC(=O)/C=C/c2ccc3c(c2)OCO3)c([N+](=O)[O-])c1 was read as HePTP inh -12.
CCCOC(=O)c1c(NC(=O)C2C3CCC(C3)C2C(=O)O)sc2c1CCC(C)C2 (stereo not drawn) was read as HePTP inh 0.

As a working copy, some entries already given:
Screening Cc1cc(C(=O)NCc2ccc(S(N)(=O)=O)cc2)c(C)o1 returned HePTP inh 3 and BAP1 inh 98.
COc1cc(OC)cc(C(=O)O/N=C2/C(=O)N(C)c3ccccc32)c1 was read as HePTP inh 8.
`O=C(NCc1ccco1)c1cccc2ccccc12` gave HePTP inh -8 and BAP1 inh 100.
Screening COc1ccccc1N1CCN(CCCCN2C(=O)c3ccccc3C2=O)CC1 returned BAP1 inh 93.
CCCCC(=O)Nc1sc2c(c1C(N)=O)CCC2 was read as HePTP inh 9 and BAP1 inh 70.
S=c1[nH]ncn1/N=C/c1ccccc1 was read as HePTP inh 3 and BAP1 inh 118.
`CC1=CC(C)(C)Nc2ccc(OC(=O)c3ccco3)cc21` gave HePTP inh -9 and BAP1 inh 149.
For Cc1ccc(CCSCC(=O)O)cn1 the results were HePTP inh -5 and BAP1 inh 59.
CCCN1CCC(N2CCN(c3cccc(C(F)(F)F)c3)CC2)CC1 was read as HePTP inh 9 and BAP1 inh 99.
Screening CC(NC(=O)c1ccccc1NS(C)(=O)=O)c1ccccc1 (stereo not drawn) returned HePTP inh 0 and BAP1 inh 83.
`CC(C)CCN1C(=O)CCC1(C)C(=O)NC1CCCCCC1` (stereo not drawn) gave HePTP inh 2 and BAP1 inh 106.
COc1ccc(S(=O)(=O)N(Cc2cccs2)C2CCCC2)cc1 was read as HePTP inh -5 and BAP1 inh 60.
CCOC(=O)C1CCN(C(=O)c2cccc(C(=O)N3CCC(C(=O)OCC)CC3)c2)CC1 was read as HePTP inh -2 and BAP1 inh 98.
`Cn1cc(Br)cc(Br)c1=O` gave BAP1 inh 55.
Screening O=S(=O)(Nc1ccc2oc(-c3cc(Br)ccc3Cl)nc2c1)c1ccccc1 returned HePTP inh 8.
Cc1cc(NC(=O)CCC(=O)N(c2ccccc2)C(C(=O)NC2CCCC2)c2cccs2)no1 (stereo not drawn) was read as HePTP inh 11 and BAP1 inh 99.
Screening O=C1NC(=O)/C(=C/c2ccccc2OCc2ccccc2Cl)S1 returned HePTP inh -6.
For O=C(CN(c1cccc(Br)c1)S(=O)(=O)c1ccccc1)N1CCOCC1 the results were HePTP inh -16.
For Cc1cccc(NC(=O)CCn2nc(C)cc2C)c1 the results were HePTP inh 0 and BAP1 inh 101.
For O=C(COc1ccc(Cl)cc1)OCC(=O)N1CCCCCC1 the results were HePTP inh 12 and BAP1 inh 122.

(more compounds)
CC1=C(C)NC(=S)SC1 was read as HePTP inh 10 and BAP1 inh 94&59.
Screening CCCc1ccccc1OCCNC(C)=O returned HePTP inh -6 and BAP1 inh 96.
For CCn1c(SCC(=O)N2CCN(c3ccccc3)CC2)nnc1-c1cc2cc(Cl)ccc2o1 the results were HePTP inh -2 and BAP1 inh 126.
Screening COc1ccc(C(O)Cc2nc3ccccc3n2C)cc1 (stereo not drawn) returned HePTP inh 0.
CC1=C(C#N)C(=O)N(C)C(C)(C)C1 was read as HePTP inh 3 and BAP1 inh 102.
For COc1cc(-c2nnc(SCC(=O)OC3CCCCC3)o2)cc(OC)c1OC the results were HePTP inh 6 and BAP1 inh 104.
`CO/N=C(/c1nonc1N)N1CCN(c2ccc([N+](=O)[O-])cc2)CC1` gave HePTP inh 10.
Screening COc1cccc(/C=C2\N=C(SC)SC2=O)c1OC returned HePTP inh 3 and BAP1 inh 93.
`CC(C)Nc1ncnc2c1cnn2-c1ccccc1` gave HePTP inh 3 and BAP1 inh 99&75.
CCOC(=O)c1ccccc1NS(=O)(=O)c1ccc(OC)cc1 was read as HePTP inh 6.
`O=C1CC(c2ccco2)=Nc2ccccc2N1` gave HePTP inh -9 and BAP1 inh 71.
For Cc1ccc(Cn2nnc3c(=O)n(CC(=O)N4CCCCC4)cnc32)cc1 the results were HePTP inh -6 and BAP1 inh 106.
For CC(=O)c1ccc(N2C(=O)c3ccc(-c4nc5ccccc5c(=O)o4)cc3C2=O)cc1 the results were HePTP inh -8.
`O=C(CCCn1c(=S)[nH]c2cc3c(cc2c1=O)OCO3)N1CCN(c2ncccn2)CC1` gave HePTP inh -9 and BAP1 inh 86.
For O=S(=O)(NCCc1ccccc1F)c1cccc(S(=O)(=O)N2CCOCC2)c1 the results were HePTP inh 10 and BAP1 inh 89.
Screening CC(=O)c1cccc(NC(=O)CN2C(=O)C3C4C=CC(C4)C3C2=O)c1 (stereo not drawn) returned HePTP inh -2 and BAP1 inh 91.
For COc1ccccc1C/C(N)=N/OC(=O)COc1ccc(C)cc1C the results were HePTP inh -12.
`COc1cccc(C2C(C(=O)Nc3cccnc3)=C(C)Nc3nnnn32)c1OC` (stereo not drawn) gave HePTP inh -3 and BAP1 inh 104.
Screening CCN(CC)S(=O)(=O)c1ccc(NC(=O)c2cccc(C)c2)cc1 returned HePTP inh -6.
O=C(O)c1ccc(C(=O)c2ccc3c(c2)C(=O)N(Cc2ccco2)C3=O)cc1 was read as HePTP inh 0 and BAP1 inh 72.
For O=C(NC(=S)Nc1ccc(N2CCOCC2)cc1)c1ccc(Cl)cc1 the results were HePTP inh -1.
For O=c1oc(-c2cccc(S(=O)(=O)N3CCOCC3)c2)nc2ccccc12 the results were HePTP inh 4 and BAP1 inh 165.
Screening Cc1cccc(N2C(=O)NC(=O)/C(=C/c3ccc(-c4ccccc4[N+](=O)[O-])o3)C2=O)c1 returned HePTP inh 0.
O=C(Nc1cccc(OC(=O)c2cc(S(=O)(=O)N3CCCCC3)ccc2Cl)c1)c1ccco1 was read as HePTP inh -6.
`Cc1nn(C)c(C)c1NC(=O)CCSc1nc(-c2ccco2)cc(C(F)(F)F)n1` gave HePTP inh 4 and BAP1 inh 82.
COc1ccc(OC)c(NC(=O)c2cccc(F)c2)c1 was read as HePTP inh 1.
`CCCC(C(=O)NC1CCCC1)N(C(=O)Cn1nnc(-c2ccc(C)o2)n1)C1CCCC1` (stereo not drawn) gave HePTP inh 2 and BAP1 inh 94.
Screening CCOC(=O)CCCN1C(=O)/C(=C\c2cccs2)SC1=S returned HePTP inh -11.
CCCc1cc(=O)[nH]c(SCC(=O)CSc2nc(CCC)cc(=O)[nH]2)n1 was read as HePTP inh -8 and BAP1 inh 97.
`CC(NC(=O)c1ccccc1NC(=O)c1cccnc1)c1ccccc1` (stereo not drawn) gave HePTP inh 1.
For COc1cc2c(cc1NC(=O)c1c(-c3ccccc3Cl)noc1C)oc1ccccc12 the results were HePTP inh 5.
COc1ccc(C)cc1NC(=O)CN1CCN(S(=O)(=O)c2ccc(Cl)cc2)CC1 was read as HePTP inh 7 and BAP1 inh 67.
